Bioassay records as filed in PubChem.
CHO-K1 Ca PAM – counter-screen for M1 PAMs: effect in parental CHO-K1 cells; ATP EC20, Fluo-8 calcium fluorescence; 0% at ATP EC20, 100% at ATP max; activation, % at 3 µM; actives 0.02% (n = 360,000); AID 602247;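 active = activation above the run cutoff, the mean activation of all test compounds plus 3 SD, cut at about 40% in these data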;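 note: peak over basal fluorescence ratio in a 140 s read after ATP addition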
TAAR1 antagonist – antagonists of human TAAR1; actives 1.5% (n = 360,000); AID 624466; inhibition, % at 3 µM; CHO RD-HGA16 TAAR1, Fluo-8 calcium fluorescence, antagonist; Q96RJ0;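 active = inhibition above a per-plate cutoff, the mean inhibition of test compounds on that plate plus 3 SD, cut at about 49% in these data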;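 note: 0% = DMSO plus EC80 beta-PEA response and 100% = DMSO alone without agonist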
Target sequence (Q96RJ0 whole entry, looked up): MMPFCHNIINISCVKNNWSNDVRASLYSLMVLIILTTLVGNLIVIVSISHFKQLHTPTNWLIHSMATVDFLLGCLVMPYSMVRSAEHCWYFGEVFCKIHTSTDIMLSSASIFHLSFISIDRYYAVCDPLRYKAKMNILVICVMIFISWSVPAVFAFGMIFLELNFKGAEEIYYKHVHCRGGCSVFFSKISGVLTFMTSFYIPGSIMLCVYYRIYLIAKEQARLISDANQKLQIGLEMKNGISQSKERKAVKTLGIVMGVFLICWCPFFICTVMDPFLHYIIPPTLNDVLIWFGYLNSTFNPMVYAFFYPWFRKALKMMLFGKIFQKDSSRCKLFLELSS
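System: RD-HGA16 CHO cells with stable hTAAR1 and Gα16 | Probe or stimulus: EC80 β-phenethylamine stimulus | Dosing: 3 µM, single point | Times: Dye loading 75 min at 37 °C, then 30 min room temperature | Measured by: Fluo-8 calcium-sensitive fluorescence | Read-out basis: % inhibition of agonist calcium response | Replicates: n of 1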
TAAR1 ag – agonists of human TAAR1 | activation, % at 3 µM | Q96RJ0 | CHO RD-HGA16 TAAR1, Fluo-8 calcium fluorescence; vehicle wells 0%, saturating PEA agonist 100% | actives 0.99% (n = 360,000);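 active = activation above the mean activation of all test compounds in the run plus 3 SD, cut at about 38% in these data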
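System: CHO RD-HGA16 cells carrying human TAAR1 plus Gα16; Incubation: 17-24 h seeding, 75 min 37 °C dye, 30 min RT; Measured by: Fluo-8 fluorescence, 5 s baseline then 140 s kinetic read; Control set: DMSO and PEA EC100; Replication: single well for each compound.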
CHRM1 agonist – agonists of human M1 muscarinic receptor; CHO-K1 hM1, Fluo-8 calcium fluorescence, agonist mode; 0% DMSO, 100% acetylcholine EC100; activation, % at 3 µM; AID 588814; actives 0.33% (n = 360,000); P11229;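 active = activation above the run's mean compound activation plus 3 SD, cut at about 16% in these data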;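 note: peak over basal fluorescence ratio within a 140 s kinetic read after compound addition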
V1aR counter – activates human V1a receptor in oxytocin agonist counter-screen; P37288; CHO-V1R cells, Fluo-8 calcium fluorescence, agonist mode; 0% DMSO, 100% 3 nM vasopressin; activation, % at 3 µM; actives 0.25% (n = 320,000); AID 2797;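 active = activation above the mean activation of all tested compounds plus 3 SD, per screening run, cut at about 20% in these data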;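 note: signal is peak over basal fluorescence ratio across a 100 second FLIPR read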
Target sequence (P37288 whole entry, looked up): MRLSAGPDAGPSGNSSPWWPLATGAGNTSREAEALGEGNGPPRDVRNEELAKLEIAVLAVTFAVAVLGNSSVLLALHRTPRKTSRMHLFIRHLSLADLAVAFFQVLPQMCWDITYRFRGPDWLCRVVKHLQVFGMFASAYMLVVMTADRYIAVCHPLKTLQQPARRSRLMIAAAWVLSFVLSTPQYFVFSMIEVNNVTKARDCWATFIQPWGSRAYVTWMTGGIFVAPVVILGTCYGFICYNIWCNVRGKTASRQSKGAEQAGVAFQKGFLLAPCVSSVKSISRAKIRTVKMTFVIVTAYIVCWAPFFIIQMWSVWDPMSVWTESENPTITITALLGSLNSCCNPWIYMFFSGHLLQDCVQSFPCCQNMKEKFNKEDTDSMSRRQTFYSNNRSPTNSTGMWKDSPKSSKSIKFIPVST
CHO-K1 Ca antag – M1 antagonist counterscreen hit in parental CHO-K1 cells | inhibition, % at 3 µM | actives 0.6% (n = 360,000) | ATP-induced calcium, Fluo-8 fluorescence;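 active = inhibition above a per-plate cutoff, the plate's mean sample inhibition plus 3 SD, cut at about 24% in these data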;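 note: 0% = DMSO plus EC80 ATP and 100% = DMSO alone without ATP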
M1 ag parental – counter-screen for M1 agonists: effect in parental CHO-K1 cells; Fluo-8 calcium fluorescence; scaled to maximal ATP response, vehicle zero; activation, % at 3 µM; actives 0.48% (n = 360,000); in the data active = activation above about 15%;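 note: untransfected CHO-K1 host cells lacking M1 receptor as counterscreen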
OXTR potentiator – human OXTR potentiation; AID 2445; activation, % at 3 µM; P30559; CHO-OTR cells, Fluo-8 calcium fluorescence, potentiator mode; 0% = oxytocin EC15, 100% = EC100; actives 0.061% (n = 320,000);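 active = activation above that plate's cutoff, the mean activation of tested compounds plus 3 SD, cut at about 6.6% in these data, passing the limit was not always enough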;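 note: 100% uses oxytocin at 75 nM as the full agonist control; some results filed as inactive read as strong as hits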
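Assay system: CHO cell line stably expressing human OTR | Also added: Oxytocin at about EC15, sub-maximal agonist stimulus | Times: Compound 6 min at room temperature before oxytocin, 100 s read | Measured by: Fluo-8 intracellular calcium fluorescence, ex 470-495, em 515-575 nm | Controls: EC15 oxytocin alone as 0%, 75 nM oxytocin as 100%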
CHO parental Ca – signal in parental CHO cells, OX1R antagonist counter-screen; inhibition, % at 5.6 µM; parental CHO-K1, ATP-induced calcium, Fluo-8 fluorescence; AID 463079; actives 0.63% (n = 330,000);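 active = inhibition above that plate's mean sample inhibition plus 3 SD, cut at about 26% in these data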;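 note: 0% = ATP-challenged DMSO wells and 100% = DMSO wells without ATP; some compounds past the cut are filed as inactive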
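Assay system: parental CHO cells; Read-out basis: percent inhibition of ATP-evoked calcium rise, normalized to controls; Benchmarks: ATP and no-ATP DMSO wells; Compound dosing: single nominal dose of 5.6 µM per compound; Signal: Fluo-8 calcium dye fluorescence; Also added: ATP as calcium-mobilizing challenge; Repeats: singlicate.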
Starred values were filed as active, the others as inactive; x = no result given.

SMILES	CHO-K1 Ca PAM	TAAR1 antagonist	TAAR1 ag	CHRM1 agonist	V1aR counter	CHO-K1 Ca antag	M1 ag parental	OXTR potentiator	CHO parental Ca
CC(C)Oc1ccc(/C=N/NC(=O)C(CSCc2ccccc2)NC(=O)c2ccc([N+](=O)[O-])cc2)cc1 (centres undefined)	3.9	x	x	-3.8	-0.9	-11.2	0.3	-14.7	-23.3
CS(=O)(=O)c1ccc(C(=O)NNC(=O)c2cccs2)cc1	5.8	9.7	2.3	-2.3	0.3	-10.0	0.0	0.5	-6.4
CCOC(=O)CC(N)c1ccc(OC)cc1 (centres undefined)	-5.4	-12.9	2.2	-1.6	2.1	10.8	-0.5	0.1	-4.2
CCN(Cc1ccccc1)C(=O)c1c[nH]c2ccc(S(=O)(=O)N(C)CCC#N)cc2c1=O	18.1	4.1	-1.6	-1.7	0.7	-2.3	1.1	-4.8	-7.5
CCOC(=O)c1c(N)sc(C(=O)N2CCCC2)c1C	14.8	-0.3	11.5	-3.5	0.2	-11.1	0.1	-9.6	-6.9
C[C@@H]1CN([C@H](C)CO)C(=O)CCCn2nncc2CO[C@H]1CN(C)C(=O)NC1CCCCC1	5.4	-4.8	1.3	-1.9	x	-2.7	-0.1	x	x
CN(C)c1ccc(/C=N/NC(=O)C[n+]2ccccc2)cc1	18.0	-6.0	0.3	-6.6	-1.5	-15.2	0.3	-1.4	0.6
NC(=O)C(c1ccccn1)c1ncc(C(F)(F)F)cc1Cl (centres undefined)	1.9	1.3	11.4	-2.5	0.3	1.3	-0.5	-10.0	0.6
O=C(N1CCOCC1)N1CCC(n2nnc3ccccc32)CC1	-3.5	-8.7	0.7	-3.4	-0.8	3.6	0.2	-4.4	-4.0
N/C(=N\OC(=O)Cc1ccc(Cl)cc1)c1ccccn1	0.9	-6.8	6.7	-2.5	-0.2	6.4	-0.2	-5.4	-18.6
COc1ccc(C(CNc2ncnc3sc(C)c(C)c23)N(C)C)cc1 (centres undefined)	26.3	-19.6	5.3	-11.9	2.9	-14.2	1.4	2.8	-27.5
O=C(COC(=O)c1cccc(S(=O)(=O)N2CCCCC2)c1)NCc1ccccc1	-7.2	4.7	1.0	0.4	x	-1.5	0.0	x	x
CCOc1ccc(-c2cnc3ccccc3n2)cc1	14.0	-7.6	0.8	-0.7	-0.3	-15.0	0.2	-3.2	-24.0
Cc1ccc2sc(C)[n+](CCC(C)S(=O)(=O)[O-])c2c1 (centres undefined)	5.9	-10.2	0.7	0.8	-0.5	3.7	0.3	1.1	8.8
CC(C)CC(NC(=O)C1CCCN1C(=O)CNC(=O)OCc1ccccc1)C(=O)O (centres undefined)	7.7	-12.6	-1.0	0.0	-0.6	7.5	0.2	4.5	-1.8
CN(C)C1(CNC(=O)C2CCN(S(=O)(=O)c3cc(Cl)ccc3Cl)CC2)CCCCC1	11.1	-14.9	4.2	-6.0	2.0	18.5	-0.3	-1.9	-7.3
Cc1ccc(S[C@@H](CCN2CC[C@H](C(C)(C)C)CCC2=O)c2ccccc2)cc1	8.0	41.2	11.6	-5.4	0.8	-14.1	0.0	-13.4	-26.8
CN1CCN(c2ccc(NC(=O)c3ccc4ccccc4c3)cc2)CC1	2.0	12.2	35.0	-4.3	5.6	11.2	0.3	-5.4	-6.3
Cc1c(NC(=O)C(C)Sc2nccn2C)c(=O)n(-c2ccccc2)n1C (centres undefined)	1.2	-15.7	1.0	-1.4	0.5	-13.1	0.4	-1.2	-7.2
CCN(CC)C(=O)c1sc(NC(=O)c2ccc3c(c2)OCO3)c(C(N)=O)c1C	-3.8	-14.8	1.8	-1.3	-0.5	-5.9	0.6	-4.0	-6.2
COc1cccc(-c2cnc(C(O)c3ccc(Cl)cc3C)[nH]2)c1 (centres undefined)	10.4	2.9	4.2	3.9	x	-3.2	1.1	x	x
COc1ccc(C(=O)OCC(=O)NC2CCCC2)cc1OC	-2.2	6.3	2.4	-4.9	1.0	-15.8	0.7	-13.5	0.4
C[C@@H]1CN(Cc2nc(-c3cnccn3)no2)C[C@H](C)O1	11.0	-23.4	1.2	-3.4	0.7	-0.7	24.1*	-1.7	8.5
C[n+]1ccn(CC(=O)c2cccs2)c1	18.8	7.1	0.8	-6.6	0.8	-16.9	0.6	-0.1	-2.5
CN1CCN(C(=O)c2cc(C(C)(C)C)cc(C(C)(C)C)c2)CC1	16.8	1.8	17.4	-13.2	-1.0	-5.6	0.8	-11.1	-1.4
O=C1COc2ccc(S(=O)(=O)N3CCC(C(=O)NCc4ccc(F)cc4)CC3)cc2N1	17.0	4.6	0.5	-3.7	0.3	-15.2	0.3	-7.1	-1.6
COc1ccc(CN(CC2CCC(C(=O)O)CC2)C(=S)Nc2ccccc2C)cc1 (centres undefined)	1.4	12.4	2.7	-1.0	-0.1	-6.7	0.7	-7.6	-15.3
COc1cc(Cl)c(S(=O)(=O)N2CC(C)OC(C)C2)cc1Cl (centres undefined)	20.0	-10.6	6.5	-4.6	0.6	-6.6	2.9	-7.0	-6.1
CCCCn1nnnc1C(c1cc2ccccc2o1)N1CCCN(C(=O)OC(C)(C)C)CC1 (centres undefined)	9.0	19.7	0.1	x	x	-9.4	0.5	x	x
CCOC(=O)Cn1c(=O)oc2cc(S(=O)(=O)Nc3cc(OCC)ccc3OCC)ccc21	-2.0	21.4	6.1	-2.9	4.3	13.2	1.9	-9.0	-8.4
Cc1ccc(S(=O)(=O)NCC(=O)NCC(=O)N(C)Cc2ccc(Br)s2)cc1C	-11.0	-28.9	20.4	-1.8	x	9.8	1.9	x	x
O=C1c2ccccc2C(=O)N1CCc1c(-c2ccccc2)[nH]c2ccccc12	22.8	27.8	2.9	-5.8	x	-12.6	1.9	x	x
N#C/C(=C\c1ccc(OCCN2CCOCC2)cc1)C(=O)Nc1ccc(S(N)(=O)=O)cc1	11.5	13.6	3.0	2.5	1.0	-6.5	0.2	-5.0	-6.9
Cc1ccnn1CCC(=O)N1CCCC(CCC(=O)NCc2ccccc2F)C1 (centres undefined)	24.8	-2.4	1.3	-4.5	2.6	-16.4	0.8	-0.1	4.3
O=c1[nH]c(C2CCN(S(=O)(=O)c3ccccc3C(F)(F)F)CC2)nc2c1nnn2Cc1ccccc1	7.7	-13.3	-3.6	5.8	0.5	-13.5	-0.9	-7.1	-1.5
CC(NC(=O)CSc1nc(=O)cc(N)n1CCc1ccccc1)c1ccccc1 (centres undefined)	9.1	-3.4	1.1	-3.6	-0.2	-3.2	0.7	-4.2	-13.3
CC(C)CN1C(=O)C(=O)N(CC(=O)NC2CCCc3ccccc32)C1=O (centres undefined)	16.0	2.2	5.5	-2.5	0.2	-3.5	1.3	-4.5	-17.3
CC(=O)c1ccc(NC(=O)CCSCCC(=O)Nc2ccc(C(C)=O)cc2)cc1	11.8	3.3	15.4	-5.0	0.2	-4.6	1.1	-8.9	-7.4
O=C(NC(=S)Nc1ccccc1O)c1cncc(Br)c1	22.1	0.9	9.0	0.3	2.9	-3.5	4.3	-4.1	-10.9
CC(=O)c1c(C)[nH]c(C(=O)COC(=O)C2CC2)c1C	8.1	5.1	-0.5	-1.4	0.8	-4.3	0.7	-10.3	3.1

2 entries drawn at random from the list so far:
SMILES	CHO-K1 Ca PAM	TAAR1 antagonist	TAAR1 ag	CHRM1 agonist	V1aR counter	CHO-K1 Ca antag	M1 ag parental	OXTR potentiator	CHO parental Ca
CC(=O)c1ccc(NC(=O)CCSCCC(=O)Nc2ccc(C(C)=O)cc2)cc1	11.8	3.3	15.4	-5.0	0.2	-4.6	1.1	-8.9	-7.4
CC(C)CN1C(=O)C(=O)N(CC(=O)NC2CCCc3ccccc32)C1=O (centres undefined)	16.0	2.2	5.5	-2.5	0.2	-3.5	1.3	-4.5	-17.3

Six compounds from above, reduced to CHO-K1 Ca PAM:
molecule	CHO-K1 Ca PAM
O=c1[nH]c(C2CCN(S(=O)(=O)c3ccccc3C(F)(F)F)CC2)nc2c1nnn2Cc1ccccc1	7.7
CC(NC(=O)CSc1nc(=O)cc(N)n1CCc1ccccc1)c1ccccc1 (centres undefined)	9.1
O=C(NC(=S)Nc1ccccc1O)c1cncc(Br)c1	22.1
CC(C)CN1C(=O)C(=O)N(CC(=O)NC2CCCc3ccccc32)C1=O (centres undefined)	16.0
CC(=O)c1ccc(NC(=O)CCSCCC(=O)Nc2ccc(C(C)=O)cc2)cc1	11.8
CC(=O)c1c(C)[nH]c(C(=O)COC(=O)C2CC2)c1C	8.1

Next part
SMILES	CHO-K1 Ca PAM	TAAR1 antagonist	TAAR1 ag	CHRM1 agonist	V1aR counter	CHO-K1 Ca antag	M1 ag parental	OXTR potentiator	CHO parental Ca
CC(=C/c1ccccc1)/C=N/n1c(C)n[nH]c1=S	-12.0	4.0	-2.1	-4.3	0.3	-3.9	-0.2	-1.0	-6.0
Cc1cc(C)cc(OCC(=O)OCC(=O)NCc2cccs2)c1	-11.2	-12.4	3.0	-4.3	-0.3	30.9*	0.1	-8.5	-0.3
COc1ccc(/C=C/c2c([N+](=O)[O-])c(=O)n(C)c(=O)n2C)c(OC)c1OC	-11.1	9.1	0.0	-4.5	1.4	9.9	0.8	-3.7	-15.1
O=[n+]1c2c(n([O-])c3cc(F)c(N4CCCC4)cc31)CCCC2	-6.0	8.1	20.1	-0.4	11.7	11.5	3.0	-4.4	4.6
O=C(CSc1nc2ccccc2c(=O)n1Cc1ccco1)c1ccc(F)cc1	1.1	49.8*	10.3	-4.7	-0.5	-16.8	0.0	1.1	6.6
CC(C)C(C(=O)Nc1ccc2c(c1)OCCOCCOCCOCCO2)N1C(=O)c2ccccc2C1=O (centres undefined)	-5.6	-5.5	-0.5	-8.7	-0.2	4.5	-0.4	5.9	-12.8
COCCn1c(C)cc(C(=O)COC(=O)c2ccc(S(=O)(=O)N(C)C)cc2)c1C	17.9	13.8	3.9	-1.9	8.4	-13.0	0.7	-3.7	-15.1
O=C(CC1C(=O)NCCN1Cc1cccc(F)c1)NC1CCCCCC1 (centres undefined)	16.2	-9.4	0.9	-0.5	1.0	-11.5	1.0	-5.7	-24.2
CC(C)CNC(=O)COC(=O)CCC(=O)c1cccs1	-0.4	-5.4	0.5	-3.3	0.1	1.2	0.8	-8.5	0.4
Cc1cccc(NS(=O)(=O)c2cccs2)c1	10.8	2.3	13.0	-6.1	0.1	-12.7	0.6	-3.5	-11.2
O=C(/C=C/c1ccccc1)N1CCN(CCN2C(=O)c3cccc4cccc(c34)C2=O)CC1	1.0	-3.2	-2.4	-10.0	0.0	2.2	0.5	-4.8	-23.2
COc1ccccc1N1CCN(S(=O)(=O)c2ccc3c4c(cccc24)C(=O)N3)CC1	16.0	9.5	7.0	0.6	1.1	-17.1	2.9	-2.0	-22.6
